# IDE cell activ – boosts human insulin-degrading enzyme activity in HEK cells; FAbeta-B cleavage, fluorescence polarization; 0% vehicle, 100% cell-free pure enzyme wells; activation, % at 5.96 µM; 0.073% of 340,000 active;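 active = activation above the mean of all tested compounds plus 3 SD, set per screening campaign, cut at about 17% in these data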
# MEKK3 PB1 HTS – raises or lowers MEK5 binding to the human MEKK3 PB1 domain; Q99759; bead-based flow cytometry, Alexa488-MEK5 binding to MEKK3; actives lie on both sides; 0 = blocked by unlabeled MEK5, 100 = vehicle; binding response (% of control), % at 10 µM; 1.4% of 290,000 active;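 active = binding response more than 3 SD above or below the average of its plate-row segment, actives on both sides; inconclusive = wells at one plate position flagged as instrument error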;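 note: Alexa488 bead fluorescence after subtracting the streptavidin-only scavenger bead signal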
# PHOSPHO1 block – inhibitors of human PHOSPHO1 phosphatase | recombinant PHOSPHO1, absorbance phosphatase assay | 1.1% of 290,000 active | Q8TCT1 | AID 1565 | inhibition, % at 13.3 µM; in the data active = inhibition above about 60%
# M4 PAM – potentiates acetylcholine response at human M4 receptor. P08173. CHO-K1 hM4/Gqi5, Fluo-8 calcium fluorescence, ACh EC20; 0% = ACh EC20, 100% = maximal ACh. activation, % at 3 µM. 0.4% of 360,000 active. AID 624126;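 active = activation above its plate's cutoff, the mean activation of sample wells plus 3 SD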; note: some results filed as inactive read as strong as hits
# IDE inh – inhibitors of human insulin-degrading enzyme in cells; P14735; HEK cells, FAbetaB cleavage, fluorescence polarization; inhibition, % at 5.59 µM; 0.41% of 320,000 active; AID 434962;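 active = percent inhibition above the average of all tested compounds plus 3 SD, set per screening campaign, cut at about 16% in these data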;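 note: IDE supplied by intact live HEK cells; FP after avidin binding of uncleaved biotin substrate so inhibition keeps polarization high; 0% = DMSO wells and 100% = 60 µM reference IDE inhibitor Ii1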
# CRFBP-R2 agonist – CRF-BP/CRF-R2 complex agonism | 0.46% of 350,000 active | HEK293 CRF-R2/CRF-BP, calcium dye fluorescence (FLIPR); percent of saturating CRF peptide response | activation, % at 13.2 µM;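 active = activation of at least 50%, plus an integration ratio under a set limit after plate pattern correction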;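 note: plate controls were neutral control wells without compound for no effect and CRF at EC100 for full effect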
# p-CIP stab down – p/CIP protein destabilization. Q05BA5. decrease of EGFP signal, % at 10 µM. 0.01% of 290,000 active. AID 1984. F442A p/CIP-EGFP cells, EGFP fluorescence, 16 h;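 active = EGFP signal decrease of at least 30% at 10 µM or well 3 SD below plate mean, unless failing retest; inactive = the rest, including hits failing retest or dose response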; note: some compounds called inactive have numbers as strong as hits; many of its hits are not listed in these tables
# Target sequence (Q05BA5 1-1403): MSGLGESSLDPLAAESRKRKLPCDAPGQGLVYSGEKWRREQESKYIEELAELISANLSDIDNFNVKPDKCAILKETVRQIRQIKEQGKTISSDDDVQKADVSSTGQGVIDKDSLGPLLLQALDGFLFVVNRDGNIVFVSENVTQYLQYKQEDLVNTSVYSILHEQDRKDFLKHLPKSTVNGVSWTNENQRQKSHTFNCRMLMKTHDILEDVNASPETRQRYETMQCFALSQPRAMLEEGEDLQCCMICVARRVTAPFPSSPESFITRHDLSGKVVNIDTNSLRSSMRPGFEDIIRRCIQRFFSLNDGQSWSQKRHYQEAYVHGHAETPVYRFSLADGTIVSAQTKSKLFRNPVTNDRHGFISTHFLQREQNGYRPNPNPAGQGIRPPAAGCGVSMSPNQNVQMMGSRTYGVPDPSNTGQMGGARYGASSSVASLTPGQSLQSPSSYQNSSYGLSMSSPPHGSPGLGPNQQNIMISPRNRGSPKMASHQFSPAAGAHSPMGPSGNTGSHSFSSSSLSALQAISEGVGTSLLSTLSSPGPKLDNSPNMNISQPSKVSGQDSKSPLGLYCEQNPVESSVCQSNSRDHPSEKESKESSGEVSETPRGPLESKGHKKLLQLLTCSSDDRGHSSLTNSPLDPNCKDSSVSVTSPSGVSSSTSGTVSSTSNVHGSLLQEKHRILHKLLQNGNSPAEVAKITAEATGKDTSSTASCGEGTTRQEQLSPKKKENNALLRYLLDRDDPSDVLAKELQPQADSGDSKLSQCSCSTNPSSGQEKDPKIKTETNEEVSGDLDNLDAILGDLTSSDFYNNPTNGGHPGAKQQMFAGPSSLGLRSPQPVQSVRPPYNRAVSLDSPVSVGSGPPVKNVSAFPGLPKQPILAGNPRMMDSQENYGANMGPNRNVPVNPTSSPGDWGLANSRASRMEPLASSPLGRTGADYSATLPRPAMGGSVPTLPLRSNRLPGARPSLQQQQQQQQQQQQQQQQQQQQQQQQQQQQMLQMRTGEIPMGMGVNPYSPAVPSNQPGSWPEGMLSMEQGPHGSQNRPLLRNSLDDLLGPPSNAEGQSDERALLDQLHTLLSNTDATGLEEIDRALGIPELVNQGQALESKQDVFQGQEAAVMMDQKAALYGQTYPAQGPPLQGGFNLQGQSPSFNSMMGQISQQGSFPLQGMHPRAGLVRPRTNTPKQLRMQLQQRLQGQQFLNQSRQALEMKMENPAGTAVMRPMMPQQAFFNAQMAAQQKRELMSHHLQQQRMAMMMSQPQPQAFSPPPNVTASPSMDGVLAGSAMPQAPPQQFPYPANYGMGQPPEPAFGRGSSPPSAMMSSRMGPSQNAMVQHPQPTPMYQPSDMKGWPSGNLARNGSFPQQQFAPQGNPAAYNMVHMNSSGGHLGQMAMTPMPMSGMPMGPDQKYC
# GalR3 antag – human GalR3 antagonism | O60755 | AID 651719 | 0.44% of 360,000 active | inhibition, % at 3 µM | HEK293 GalR3-CNG cAMP membrane potential fluorescence; galR3 body fused to GalR1 C-terminus;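 active = inhibition above the screen-wide average plus 3 SD, cut at about 13% in these data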;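 note: forskolin and galanin both at EC90 stimulate the cells; cAMP rise reported by CNG channel membrane potential dye signal; 0% = forskolin plus galanin with DMSO and 100% = forskolin alone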
# CRFBP-R2 block – blocks CRF-induced signaling of the CRF-BP/CRF-R2 complex; inhibition, % at 11.8 µM; HEK293 CRF-R2/CRF-BP, CRF-induced calcium fluorescence; 0.59% of 350,000 active;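 active = inhibition of the ligand-induced calcium signal above about 50% at the single tested concentration, limit read from the data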
# * = called active by the depositor; ? = inconclusive; / = no result given. Random draw from the library. Share with any hit: about 4.2%.
# Preview:
SMILES,IDE cell activ,MEKK3 PB1 HTS,PHOSPHO1 block,M4 PAM,IDE inh,CRFBP-R2 agonist,p-CIP stab down,GalR3 antag,CRFBP-R2 block
Cc1cc(C(=O)O[C@H]2[C@H](Cc3ccccc3)NS(=O)(=O)[C@H]3C[C@@H]4C=C[C@]23O4)ccc1[N+](=O)[O-],3,/,/,8,1,0.5,/,-6,-4
O=C(OCC(=O)N(CCc1ccccc1)Cc1ccccc1)c1ccccc1O,0,/,/,-6,-2,7.5,/,-6,24
CCOC(=O)C1=C(COC(=O)/C=C/c2cccc(Cl)c2)NC(=O)NC1C (stereo unspecified),0,/,/,11,10,-1.1,/,-2,-19

# All compounds of this part (from the top)
SMILES,IDE cell activ,MEKK3 PB1 HTS,PHOSPHO1 block,M4 PAM,IDE inh,CRFBP-R2 agonist,p-CIP stab down,GalR3 antag,CRFBP-R2 block
Cc1cc(C(=O)O[C@H]2[C@H](Cc3ccccc3)NS(=O)(=O)[C@H]3C[C@@H]4C=C[C@]23O4)ccc1[N+](=O)[O-],3,/,/,8,1,0.5,/,-6,-4
O=C(OCC(=O)N(CCc1ccccc1)Cc1ccccc1)c1ccccc1O,0,/,/,-6,-2,7.5,/,-6,24
CCOC(=O)C1=C(COC(=O)/C=C/c2cccc(Cl)c2)NC(=O)NC1C (stereo unspecified),0,/,/,11,10,-1.1,/,-2,-19
CCOc1ccc(NC(=O)Cn2c(=O)oc3ccccc32)cc1,4,98,-6,-1,3,0.2,-19,-1,-5
O=C(CSc1nc(C(F)(F)F)cc(=O)[nH]1)NCC1CCCO1 (stereo unspecified),2,/,/,2,3,-0.8,/,0,15
CC1(C)CC2(CCO1)OC(=O)CC2C(=O)Nc1c(Cl)cccc1Cl (stereo unspecified),6,88,8,-9,-5,-0.8,-1,-6,4
O=C(Nc1ccc(F)cc1F)N1CCCN(CCOc2ccccc2)CC1,/,124,18,-4,7,-1.5,-9,2,-9
C=CCN1C=C2C(=O)C(C)(OC(=O)CCC(=O)OC)C(=O)C(Br)=C2C=C1c1ccc(OC)cc1 (stereo unspecified),5,80,31,4,-4,6.9,-3,/,11
NS(=O)(=O)c1ccc(N/N=C/C=C/c2ccccc2[N+](=O)[O-])cc1,-4,104,-75,2,1,-0.1,-5,-10,-4
Cc1cc(CNC(=O)CC2C(=O)NCCN2Cc2ccccc2C(F)(F)F)nn1C (stereo unspecified),11,106,-6,3,12,1.8,18,-5,16
CCCCN(C(=O)c1ccc([N+](=O)[O-])s1)c1c(N)n(CC(C)C)c(=O)[nH]c1=O,4,/,/,-1,3,-1.1,/,-1,15
COC(=O)c1ccc(CNCC(O)COc2ccc(-c3ccccc3)cc2)cc1 (stereo unspecified),-2,104,27,-4,11,-0.1,3,0,-11
CCOC(=O)C(CC(=O)O)NCc1ccco1 (stereo unspecified),0,94,20,-2,1,1.4,-2,-6,8
O=C(c1ncn(Cc2ccccc2)c1C(=O)N1CCN(c2ccccc2)CC1)N1CCN(c2ccccc2)CC1,7,/,/,0,0,0.2,/,-4,-8
Cn1nc(CC(=O)Nc2ccc3c(c2)OCCO3)c2ccccc2c1=O,3,107,3,3,2,1.8,-17,100*,4
O=C(NCCC1=CCCCC1)c1ccc(F)cc1,-2,102,6,1,0,4.8,7,-4,-11
CCOC(=O)CSc1nc(C)c2cccc(C)c2n1,5,105,27,8,8,-0.5,-7,-2,1
OC(COc1ccc2c(c1)OCO2)CN1CCCCC1 (stereo unspecified),0,103,-16,3,-3,1.8,-1,-9,-14
COc1cccc(CN2CCN(c3cccc(C(F)(F)F)c3)CC2)c1OC,6,96,-14,-7,0,1.4,1,-6,54*
COc1ccc(Cn2ccnc2SCC(=O)NC2CCCC2)cc1,2,103,-15,4,-1,-1.6,-28,0,-8
O=C(CN(C(=O)Cn1nnc(-c2ccc(F)cc2)n1)C1CCCC1)NC1CCCC1,3,89,16,-1,-5,-1.6,-3,-4,-2
CCn1c2ccccc2c2cc(NC(=O)c3ccc(=O)oc3)ccc21,/,98,19,-3,0,41,-4,-3,-48
Cc1nc(/C(N)=N/OC(=O)c2c(-c3ccccc3Cl)noc2C)cs1,3,94,27,-36,-2,1.3,5,-2,13
CCC(=O)Nc1ccccc1N1CCN(c2ccc(F)cc2)CC1,5,97,/,1,-4,-0.8,13,-4,6
COC(=O)c1cn(-c2ccccc2)c(C)c1C(=O)OC,7,98,-35,4,-3,-0.4,2,-4,-4

# Next records.
SMILES,IDE cell activ,MEKK3 PB1 HTS,PHOSPHO1 block,M4 PAM,IDE inh,CRFBP-R2 agonist,p-CIP stab down,GalR3 antag,CRFBP-R2 block
Cc1c(C(=O)N2CCOCC2)sc2nc(-c3ccccc3)cn12,-4,/,0,-4,-4,-2.1,6,-6,0
CC(C)CN(C(=O)c1cccc(Cl)c1)c1c(N)n(Cc2ccccc2)c(=O)[nH]c1=O,1,/,/,13,-1,0.1,/,-3,3
Cc1ccc2c(n1)CC(C)(C)CC2=O,1,109,24,1,5,1.3,-22,0,9
Cc1cccc(C)c1NC(=O)c1sc(Cl)nc1C,-1,104,4,-4,4,-1.5,1,-2,0
CCN(CC)CCCn1c(=S)[nH]c2cc(C(=O)OC)ccc2c1=O,1,107,-20,-5,3,0.5,-8,-6,8
O=P(OCC1CCCO1)(OCC1CCCO1)OCC1CCCO1 (stereo unspecified),2,/,/,1,/,0.8,/,-5,3
COC(=O)CN1C(=O)C(O)(CC(=O)c2ccc(Cl)cc2)c2ccccc21 (stereo unspecified),-2,103,6,-5,1,0.6,-4,-2,1
COc1cc(OC)cc(C(=O)Nc2nnc(-c3cccnc3)o2)c1,10,104,42,9,-2,-0.3,11,-1,3
CC(=O)c1ccc(OCCCC(=O)NC2CCCc3ccccc32)cc1 (stereo unspecified),3,90,0,0,11,-1.5,-2,1,6
CC(=O)Nc1ccc(C(=O)N(C2=NC(C)CS2)c2ccc(Cl)cc2)cc1 (stereo unspecified),-3,105,23,3,-1,-1.3,-9,2,2
COc1ccccc1CNCC(O)(c1ccc(Cl)cc1)c1ccc(Cl)cc1,2,104,15,-2,0,27,-21,-3,-117
CC(C)(C)OC(=O)NC(=NCCCc1cn(CC(=O)N2CCN(C(=O)OC(C)(C)C)CC2)nn1)NC(=O)OC(C)(C)C,2,99,9,3,2,-2.6,-3,-11,-13
CC1CCCCC1NC(=O)NC(=O)CCl (stereo unspecified),0,94,-11,8,1,0.9,-19,-5,9
COC(CNC(=O)c1cc(-c2ccncc2)nc2ccc(S(=O)(=O)N3CCOCC3)cc12)OC,-2,103,6,13,-14,-0.7,7,-4,24
CCCCn1c(SCC(=O)c2ccc(O)c(O)c2)nc2ccsc2c1=O,2,99,2,3,-3,-2.1,-8,/,-39
O=C(COc1ccc(F)c(Cl)c1)NC(=O)NC1CCCC1,/,/,/,-1,/,-1.4,/,-6,-15
CCC(C)N(CCNC(=O)c1ccc(NC2=NC3CS(=O)(=O)CC3S2)cc1)Cc1ccco1 (stereo unspecified),3,101,-30,2,5,0.3,-6,/,-1
S=C(Nc1ccc(Br)cc1)NC1CCCCC1,1,151*,-8,-4,1,22,-2,-6,12
CC(C)(C)[C@@H]1COC(=O)[C@@H](Cc2ccc(F)cc2)C/C=C\C[C@H](CC(=O)N(CCO)Cc2ccccc2)C(=O)N1,10,/,/,2,2,0.0,/,-6,23
CC(=O)Nc1ccc(NC(=O)c2ccc(COc3ccc(C)cc3)o2)cc1,-4,107,24,-4,0,-1.3,-5,5,23
Clc1ccc(Cn2ncc3c(NCCN4CCOCC4)ncnc32)cc1,-4,98,-2,2,1,1.0,-8,5,12
CCn1c(SCC(=O)Nc2nnc(C)s2)nnc1-c1ccncc1,5,106,14,2,-3,0.4,5,-5,1
Cn1ccnc1SCc1cn2cc(Br)ccc2n1,-2,101,56,-3,12,-1.7,-6,-6,6
Cc1cccc(-n2c(=S)[nH]c3nc4c(cc3c2=O)COC(C)(C)C4)c1,/,?,41,-2,8,0.2,-2,-1,10
CCC(C)(C)NC(=O)c1cc(S(=O)(=O)N2CCc3ccccc32)cn1C,6,100,-9,-4,0,-3.7,-2,/,7

# Following part
SMILES,IDE cell activ,MEKK3 PB1 HTS,PHOSPHO1 block,M4 PAM,IDE inh,CRFBP-R2 agonist,p-CIP stab down,GalR3 antag,CRFBP-R2 block
c1ccc(COc2nsnc2N2CCOCC2)cc1,5,109,9,3,0,-1.0,-9,1,1
C=C1CN(CC(=O)OC)S(=O)(=O)c2ccccc21,2,88,31,3,-1,0.8,6,-6,29
CCCCn1c(N)c(N2CCOCC2)c(=O)n(CC(=O)NC(C)c2ccccc2)c1=O (stereo unspecified),-8,107,24,-4,5,-1.2,-11,-4,-2
CCc1cc2ccccc2nc1SCC(=O)N1CCN(C(=O)c2ccco2)CC1,-2,96,-22,-3,/,-2.6,2,-2,12
O=C(CC1C(=O)N(c2ccccc2)C(=S)N1c1ccccc1)c1ccc(Br)cc1 (stereo unspecified),2,100,-2,-3,-5,2.6,-10,-5,0
CCN(CC)CC(C)OC(=O)c1ccccc1Cl (stereo unspecified),4,101,-26,-3,1,0.9,-2,-4,5
c1ccc(CCCN2CCOCC2)cc1,1,106,-14,17*,/,-0.7,-3,-2,-1
CCOC(=O)C1(Cc2ccc(OC)cc2)CCN(C(=O)C2CC(=O)N(C3CC3)C2)CC1 (stereo unspecified),0,98,41,16,0,-1.4,-13,-6,-10
COCCN1C(=O)N[C@@H](c2ccccc2)[C@@H](C(=O)OC)[C@H]1C,4,104,/,3,6,0.3,/,-5,3
CCOc1ccccc1CNC(=O)CCCn1ccc2cc(S(=O)(=O)N3CCCC3)ccc21,-2,105,49,-7,1,-1.2,-2,1,1
CC(OC(=O)c1cccc(-n2cnnn2)c1)C(=O)c1ccccc1 (stereo unspecified),2,/,/,3,11,-2.8,/,-2,3
COc1c(C)cc(C(=O)C2CCCN(C(=O)c3cc(C)nc(C)n3)C2)cc1C (stereo unspecified),-3,97,6,4,0,-1.0,-9,-4,18
CCN1CCN(C(=O)C2CCN(S(=O)(=O)N3CCC4(CC3)OCCO4)CC2)CC1,3,99,16,6,2,2.1,-6,2,-5
CC1CCN(S(=O)(=O)c2cccc(C(=O)NC3CCS(=O)(=O)C3)c2)CC1 (stereo unspecified),/,/,/,7,/,4.1,/,-2,-7
CN(C)C(=O)CSc1nc(-c2cccs2)c(-c2cccs2)[nH]1,0,97,16,-8,4,-0.8,4,-8,9
CCN1CCN(C(=O)c2ccc3c(=O)n(CCC4=CCCCC4)c(=O)[nH]c3c2)CC1,3,?,-4,10,-3,1.1,0,-10,-8
CCc1ccc(NC(=O)c2ccc3nc(N)sc3c2)cc1,-5,101,22,11,-1,-0.1,-4,-4,-23
CC(C)CNC(=O)C(=O)NCC1OCCCN1S(=O)(=O)c1cccs1 (stereo unspecified),7,100,53,6,0,1.4,2,-3,-12
O=C(c1cc(C2CC2)on1)N1CCOCC1,-2,100,-11,4,-4,-1.9,-3,/,25
CCOC(=O)C1(Cc2cccc(Cl)c2)CCCN(C(=O)CCOC)C1 (stereo unspecified),1,106,41,24*,-12,5.1,-14,-1,2
O=c1cc(CN2CCN(Cc3ccccc3)CC2)c2ccc(O)cc2o1,1,106,14,1,1,1.6,3,-2,9
CCN(CC(=O)Nc1c(F)cccc1F)C(=O)c1ccc(S(=O)(=O)N2CCCCC2)cc1,1,/,/,0,7,0.8,/,-4,-1
COC(=O)c1nc(NC(=O)c2ccccc2Br)n[nH]1,-1,101,-7,4,/,-1.2,15,-3,-5
CC(=O)NCCC(=O)Nc1ccc(C)c(F)c1,-1,103,-3,-2,0,0.0,-1,-2,-1

# Source: PubChem BioAssay
